DT40 TDP1 no CPT = qHTS for Inhibitors of human tyrosyl-DNA phosphodiesterase 1 (TDP1): qHTS in cells in absence of CPT. DT40 Tdp1-/- hTDP1 cells, no CPT, ATP luminescence, 48 h. AID 686978, 2013. actives 15% (n = 420,000). Potency, µM (highest dose often 46.2 µM), without a hit: at the highest dose activity change, negative = growth inhibition, usual class: inhibitors; further: nearly all actives have a fitted effect of over 55% in size
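Luminescent ATP content (CellTiter-Glo) served as the growth readout. Knockout chicken DT40 cells expressing human TDP1 were exposed to compounds without camptothecin for a minimum 48 hr at 37 °C.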
TDP1 block = blocks human tyrosyl-DNA phosphodiesterase 1 | Q9NUW8 | recombinant TDP1, AlphaScreen DNA substrate cleavage | Potency, µM (highest dose often 130 µM), for the others: top-dose activity change, negative = inhibition, hits mostly inhibitors | actives 0.28% (n = 350,000) | AID 485290; further: nearly all actives have a fitted effect of over 40% in size
Target sequence (Q9NUW8 whole entry, looked up): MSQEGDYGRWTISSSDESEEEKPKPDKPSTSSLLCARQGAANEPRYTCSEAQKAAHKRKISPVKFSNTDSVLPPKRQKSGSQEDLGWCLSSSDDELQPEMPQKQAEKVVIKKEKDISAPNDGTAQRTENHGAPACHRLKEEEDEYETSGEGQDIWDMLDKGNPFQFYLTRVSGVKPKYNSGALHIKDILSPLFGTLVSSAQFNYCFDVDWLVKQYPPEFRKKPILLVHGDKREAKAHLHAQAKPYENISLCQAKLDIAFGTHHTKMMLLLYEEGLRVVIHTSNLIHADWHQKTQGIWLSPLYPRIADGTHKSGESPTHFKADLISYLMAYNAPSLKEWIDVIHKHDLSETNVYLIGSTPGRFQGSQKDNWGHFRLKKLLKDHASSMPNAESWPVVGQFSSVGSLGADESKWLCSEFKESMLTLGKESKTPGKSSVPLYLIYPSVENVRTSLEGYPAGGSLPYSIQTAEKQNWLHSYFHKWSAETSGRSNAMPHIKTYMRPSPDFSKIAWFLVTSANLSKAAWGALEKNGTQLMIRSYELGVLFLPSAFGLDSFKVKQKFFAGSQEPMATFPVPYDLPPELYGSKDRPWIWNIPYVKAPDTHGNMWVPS
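Recombinant human Tdp1 (E. coli-expressed, 1 nM final) preincubated with compounds 15 min at room temperature, then 5'-biotin/3'-phosphotyrosine-FITC DNA substrate (15 nM final) added for 5 min. AlphaScreen beads (10 ug/ml final) added 10 min; cleavage lowers signal.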
DT40 TDP1 CPT = growth inhibition of DT40 Tdp1-/-;hTDP1 cells with camptothecin (screen for TDP1 inhibitors); Potency, µM (series often up to 46.2 µM), for the others: at the top dose activity change, negative = growth inhibition, most hits filed as inhibitors; chicken DT40 Tdp1-/-;hTDP1 cells + 20 nM CPT, ATP luminescence, 48 h; actives 12% (n = 420,000); further: nearly all actives have a fitted effect of over 55% in size
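Chicken DT40 Tdp1-/- cells complemented with human TDP1, 400 cells/well, exposed to compounds plus 20 nM camptothecin for at least 48 h at 37 C; viability read as ATP content by CellTiter-Glo luminescence.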
Active calls of the source: *; u = inconclusive; x = no result given; [ ] = dose if it differs, or a comment. The call rests on the fitted dose curve; in most records, active means well fitted curve in the direction sought with a large enough effect; inconclusive means small, poorly fitted or top-dose-only effect, or another doubt; inactive means no such curve, though single readings can be large; an effect the other way counts as inactive or inconclusive. On the % scale 0 is the no-effect control and ±100 the full control effect; potency means the concentration at half of the fitted maximal effect.

Molecule	DT40 TDP1 no CPT	TDP1 block	DT40 TDP1 CPT
COC(=O)[C@@H](c1ccccc1Cl)N1CCc2sccc2C1	u	0%	u
COc1ccc(NC(=O)Nc2ccccc2F)cc1	7.9µM*	-4%	8.2µM*
O=C(c1cc2ccc3cccnc3c2[nH]1)N1CCCCC1	-29%	8%	u
CC1CCN(CCOc2ccccc2-c2ccccc2)CC1	u	-11%	11%
Cc1ccc(S(=O)(=O)N2CCCCC2)cc1NC(=O)CSc1nccn1C	-13%	6%	19%
CCCCN(C(=O)c1cccs1)c1c(N)n(Cc2ccccc2)c(=O)[nH]c1=O	-1%	0%	10%
c1ccc(-c2nnc3sc(CN4CCc5ccccc54)cn23)cc1	u	-2%	21µM*
CC(C)(C)c1ccc(S(=O)(=O)N2CCN(c3nc(-c4ccccc4)nc4ccccc34)CC2)cc1	-23%	1%	-19%
O=C1c2cccc3cccc(c23)N1CN1CCN(c2ccccn2)CC1	4%	6%	u
CC(CC(=O)O)C(=O)c1ccc(Cl)c([N+](=O)[O-])c1 (configuration not stated)	-4%	0%	-2%
CC1(Cc2ccc(Cl)c(Cl)c2)C(=O)Nc2c(Cl)ccc(Cl)c21 (configuration not stated)	u	x	u
CCN(CC)S(=O)(=O)c1cccc(C(=O)NCC2(N3CCOCC3)CCCCC2)c1	u	-3%	u
Cc1cccc(NC(=O)c2ccc(COc3ccc(Cl)cc3Cl)o2)n1	u	x	-26%
COc1cccc(OC)c1C(=O)OCC(=O)NCCNC(=O)COC(=O)c1c(OC)cccc1OC	-25%	x	-14%
CCCC(=O)N1CCC1(C)C(=O)Nc1ccccc1-c1ccccc1 (configuration not stated)	-12%	x	-20%
CCOc1ccc(NC(=O)NCCN2C(C)CCCC2C)cc1 (configuration not stated)	-3%	1%	u
CCOC(=O)C1(CCOc2ccccc2)CCN(Cc2ccc(O)c(OC)c2)CC1	18µM*	x	u
CCC(=O)N1c2ccc(S(=O)(=O)N3CCC(C)CC3)cc2CC1C (configuration not stated)	-27%	5%	-29%
O=S(=O)(NCCOc1ccccc1Cl)c1ccc2oc3ccccc3c2c1	u	x	-29%
Cc1cc2c(cc1S(=O)(=O)Nc1c(C)cccc1C)n(C)c(=O)c(=O)n2C	-15%	x	-3%
COc1ccc(-c2nc(NC(C)=O)sc2-c2ccc(OC)cc2)cc1	-27%	6%	1%
COc1ccc2cc(CCNC(=O)c3ccc(Br)o3)c(=O)[nH]c2c1	u	3%	u
Cc1noc(C(=O)N(C)c2ccccc2)c1Cl	-12%	x	u
Cc1cc(C)cc(NC(=O)C2CC(=O)N(c3ccccc3)C2)c1 (configuration not stated)	u	2%	-24%
Cc1ccccc1/C=N/NC(=O)c1sccc1C	u	11%	u
COc1ccc(NC(=O)C2CCCN(c3nn4c(=O)cc(C)nc4s3)C2)c(OC)c1 (configuration not stated)	9%	6%	-17%
CCCCC(=O)Nc1cc(C)c(O)c(-c2nc3ncccc3o2)c1	-2%	5%	-2%
CC(C)c1ccccc1-n1c(SCC(=O)N2CCc3ccccc3C2)nc2ccccc2c1=O	23µM*	1%	u
CCC(c1n[nH]c(=S)n1-c1ccccc1)N(C)C (configuration not stated)	-2%	0%	0%
CCN=c1scc(-c2ccccc2)n1/N=C/c1ccccn1	3.7µM*	8%	4.1µM*
Cc1cccc2cc(COC(=O)c3cccs3)c(=O)[nH]c12	-18%	2%	0%
O=C(CN(Cc1ccco1)C(=O)CCC(=O)Nc1ccccn1)NCc1ccccc1	12%	4%	6%
COc1ccc(OCc2nn3c(Cn4cnc5ccccc54)nnc3s2)cc1	u	1%	21µM*
COCCN(CCOC)S(=O)(=O)c1ccc(C(=O)Nc2nc(C)c(C(C)=O)s2)cc1	3%	5%	-6%
O=C(NCc1ccccn1)c1ccc2ccccc2n1	-6%	5%	0%
COCc1cc(=O)[nH]c2cc(NC(=O)C(C)(C)CCl)c(C)cc12	13%	-3%	3%
CS(=O)(=O)N1CCCC(C(=O)Nc2c(F)cccc2F)C1 (configuration not stated)	-4%	x	-9%
Cc1cc(NC(=O)c2cccnc2)ccc1Br	1%	x	-15%
Cn1c(=O)n(Cc2ccc(Cl)cc2)c2ccccc21	-3%	5%	-24%
CC(C)Oc1ccc(/C=N/NC(N)=S)cc1	u	-1%	-23%
O=C(O)CCCC(=O)N1N=C(c2ccccc2)CC1c1ccc2c(c1)OCO2 (configuration not stated)	-9%	3%	-3%
CC(C)Nc1nc(NC(C)C)nc(SCC(N)=O)n1	-12%	3%	2%
O=C(COC(=O)CNC(=O)c1ccccc1F)Nc1nnc(-c2ccccc2)o1	12%	-2%[0.505 µM]	18%
COCc1[nH]nc2c1C(C1C=CCCC1)C(C#N)=C(N)O2 (configuration not stated)	21µM*	2%	13µM*
Nc1cc(=O)[nH]c(SCc2ccccc2Cl)n1	u	x	-25%
Cc1ccc(C(C)C)cc1S(=O)(=O)NC1CC(C)(C)NC(C)(C)C1	u	x	-14%
COc1cccc(CNC(=O)c2cccc(S(=O)(=O)N3CCN(Cc4ccccc4)CC3)c2)c1	-18%	x	-9%
CS(=O)(=O)N1CCc2ccccc2C1	-5%	2%	5%
CCC(C)(C)n1nnnc1C(CC(C)C)N1CCC(C(N)=O)CC1 (configuration not stated)	-29%	-1%	-11%
COc1ccc(NC(=O)CN(C)C(=O)c2cc(S(=O)(=O)N3CCCCCC3)ccc2OC)cc1	-25%	x	14%
COc1ccc(-c2nc3ccccc3n3c(-c4ccc(OC)cc4)c4c(=O)n(C)c(=O)n(C)c4c23)cc1	u	0%	u
O=C(c1ccc(-c2ccccc2)cc1)C1CCCN(C(=O)Cn2cncn2)C1 (configuration not stated)	u	x	u
O=C(CCNc1ccc(F)cc1)c1ccco1	7.3µM*	2%	3.3µM*
O=S(=O)(NCCO)c1ccc2c(c1)Cc1cc(S(=O)(=O)NCCO)ccc1-2	-1%	x	1%
COc1cc(C(=O)NNC2=NC(C)(C)Cc3cc(C)c(C)cc32)cc(OC)c1OC	-13%	1%	-44%
COc1ccc(/C=C/C(=O)c2ccccc2O)cc1CN1CCOCC1	u	3%	16µM*
NC(=O)CCN1CCN(Cc2nc(C(c3ccccc3)c3ccccc3)no2)CC1	-22%	0%	3%
O=C(CCCn1c(=O)c2cccn2c2cccnc21)NCc1ccc(F)cc1	u	0%	u
CCOC(=O)C(Cc1ccccc1)C(=O)Nc1ccc(N(CC)CC)cc1 (configuration not stated)	u	5%	0%
Cc1ccc(NNC(=O)c2ccno2)cc1Cl	10µM*	0%	u

Record cards, as listed above. Screens in order: DT40 TDP1 no CPT	TDP1 block	DT40 TDP1 CPT
Cc1ccc(C(C)C)cc1S(=O)(=O)NC1CC(C)(C)NC(C)(C)C1 is entered as u	x	-14%
COc1ccc(-c2nc3ccccc3n3c(-c4ccc(OC)cc4)c4c(=O)n(C)c(=O)n(C)c4c23)cc1 is entered as u	0%	u
O=C(COC(=O)CNC(=O)c1ccccc1F)Nc1nnc(-c2ccccc2)o1 is entered as 12%	-2%[0.505 µM]	18%
O=C(c1ccc(-c2ccccc2)cc1)C1CCCN(C(=O)Cn2cncn2)C1 (configuration not stated) is entered as u	x	u

2 entries from above, set out differently.
Results follow in this order: DT40 TDP1 no CPT, TDP1 block, DT40 TDP1 CPT
COc1cccc(CNC(=O)c2cccc(S(=O)(=O)N3CCN(Cc4ccccc4)CC3)c2)c1
  -18%, x, -9%
NC(=O)CCN1CCN(Cc2nc(C(c3ccccc3)c3ccccc3)no2)CC1
  -22%, 0%, 3%

New compounds follow
SMILES,DT40 TDP1 no CPT,TDP1 block,DT40 TDP1 CPT
COc1ccccc1/C=C1/C(=O)N(c2cc(C)cc(C)c2)C(c2cccc([N+](=O)[O-])c2)S1(=O)=O (configuration not stated),u,-2%,-19%
CN1C(=O)c2cccc3c(S(=O)(=O)Nc4ccccc4F)ccc1c23,-24%,-11%,-29%
Cc1ccc(S(=O)(=O)N2C[C@H]3[C@H]4C(=O)N(c5ccccc5)C(=O)[C@H]4C[C@H](OC(=O)Nc4cccs4)[C@@]3(O)C2)cc1,u,x,-28%
COc1ccc(Cl)cc1C(=O)Nc1nnc2n1CCS2,11%,4%,-19%
CCN(CC)CCCNC(=O)c1ccc(C)c(NC(=O)C2=C(C)OCCS2)c1,0%,x,10%
COc1ccc(-c2cc(C(F)F)n3ncc(C(=O)N4CCc5ccccc5C4)c3n2)cc1,u,3%,u
CC1CCC(NC(=O)CN2C(=O)c3ccccc3S2(=O)=O)CC1 (configuration not stated),3%,1%,2%
Cc1cccc(OCC(=O)O/N=C(\N)Cc2ccc(Cl)cc2)c1,u,x,-28%
COc1ccc(C(=O)OCC(=O)c2ccc(CNC(C)=O)s2)cc1,-17%,0%,-9%
O=C(Cn1c(=O)n(-c2ccc(Cl)cc2)c(=O)c2sc3ccccc3c21)NC1CCCC1,18µM*,6%,13µM*
CC(C)(C)c1cc[n+](/C(C(=S)Nc2ccccc2F)=C(/[O-])c2ccc3c(c2)OCCO3)cc1,u,12%,u
Cc1csc(NC(=O)CSc2nnc(CCNC(=O)c3ccc(Cl)c(Cl)c3)n2C)n1,-24%,2%,-19%
CN(C(=O)c1oc(=O)c2ccccc2c1-c1ccccc1)c1cccc(Cl)c1,23µM*,3%,18µM*
Cc1nn(C(C)C(=O)NNC(=S)Nc2ccc(F)cc2)c(C)c1[N+](=O)[O-] (configuration not stated),1%,1%,4%
O=C(Nc1nc2c(s1)CCCC2)c1ccccc1F,u,-4%,u
O=C1CC(C(=O)N2CCN(Cc3ccccc3)CC2)CN1Cc1ccccc1 (configuration not stated),5%,0%,-2%
O=C(Oc1ccc(/C=N/NC(=O)c2ccccn2)cc1)c1cccc(F)c1,-25%,x,-1%
CCOc1ccccc1CN1CCN(Cc2ccon2)CC1CCO (configuration not stated),1%,4%,1%
O=C(CSc1nc(Cc2ccccc2)nc2ccccc12)c1ccc2c(c1)OCCO2,23µM*,-3%,16µM*
O=C1CCC([N+](=O)[O-])C(c2ccccc2Cl)N1 (configuration not stated),-2%,-1%,12%
Cc1ccc(NC(=O)C(C)Sc2nc(-c3ccccc3)c(C#N)c(=O)[nH]2)c(C)c1 (configuration not stated),2%,7%,-2%
O/C(=C\c1ccc2ccccc2n1)c1ccncc1,u,-5%,-27%
O=C(CSc1ccc(-c2cccnc2)nn1)Nc1ccccc1,-11%,2%,-3%
O=C(CSc1ncccn1)NC1CCS(=O)(=O)C1 (configuration not stated),24%,4%,-2%
c1ccc2c(N3CCCCCC3)nc(-c3ccncc3)nc2c1,23µM*,2%,u
Cc1cc(C)cc(Nc2nc3c(S(=O)(=O)c4cccc(Cl)c4)nnn3c3ccsc23)c1,2%,3%,-13%
COCCNC(=O)Cn1nc(C(F)(F)F)c(Cl)c1C,-10%,0%,-1%
COCc1cc(/C=N\NC(=O)COc2ccccc2)ccc1OC,-23%,1%,-2%
COc1ccc2[nH]cc(CCNC(=O)Nc3cc(C)cc(C)c3)c2c1,-3%,8%,-4%
CCC(C)(C)C1CCc2c(sc(NC(=O)c3cccs3)c2C(N)=O)C1 (configuration not stated),u,0%,u
Cn1c(NCCOc2ccccc2Cl)nc2cc(-c3ccc(F)cc3)sc2c1=O,u,x,u
Cc1nn(C)c(C(=O)N/N=C/c2ccccn2)c1[N+](=O)[O-],7%,3%,1%
O=C(CN1CCN(c2ccccn2)CC1)Nc1cc(F)ccc1F,-27%,x,-1%
O=C(NNC(=O)C(O)(c1ccccc1)c1ccccc1)C1CC1,-16%,-1%,-11%
Cc1ccc(S(=O)(=O)CCC(=O)NCc2ccco2)cc1,-16%,6%,-7%
O=C(NC1CCCCC1)NC1CCN(C(=S)NCc2ccco2)CC1,-3%,2%,-28%
C/C(CC(=O)NCc1ccco1)=N\NC(=O)Cc1cccc2ccccc12,-21%,4%,1%
Cc1cc(NC(=O)c2c(F)cccc2F)n(-c2nc3ccccc3[nH]2)n1,11µM*,10%,u
COc1ccc(-c2cc(N3C(=O)Nc4ccccc4N3O)n[nH]2)c(OC)c1,19%,10%,-11%
Cn1c(=O)[nH]c(=O)c2c1nc([N+](=O)[O-])n2Cc1ccccc1,1µM*,5%,0.65µM*
Cc1cc2nc(-c3cccc(Br)c3)c(CC(C)(C)C)n2c(C)c1Br,-44%,x,u
COc1cccc(CNc2ccc(F)c(Cl)c2)c1OC,-27%,-4%,-22%

Screening data (PubChem)
